# Compound activity from PubChem BioAssay.
# JMJD2A Tudor: inhibitors of human JMJD2A Tudor domain; AID 504339; hit rate 4.4% among 390,000; Potency, µM (top dose mostly 114 µM), for the others: at the top dose activity change, negative = inhibition, actives largely listed as inhibitors; O75164; AlphaScreen JMJD2A-Tudor / H3K4me3 peptide binding; further: on the % scale 0 is the no-effect control and ±100 the full control effect; nearly all actives have a fitted effect of over 50% in size
# Target sequence (O75164 whole entry, looked up, the tested form may be a part): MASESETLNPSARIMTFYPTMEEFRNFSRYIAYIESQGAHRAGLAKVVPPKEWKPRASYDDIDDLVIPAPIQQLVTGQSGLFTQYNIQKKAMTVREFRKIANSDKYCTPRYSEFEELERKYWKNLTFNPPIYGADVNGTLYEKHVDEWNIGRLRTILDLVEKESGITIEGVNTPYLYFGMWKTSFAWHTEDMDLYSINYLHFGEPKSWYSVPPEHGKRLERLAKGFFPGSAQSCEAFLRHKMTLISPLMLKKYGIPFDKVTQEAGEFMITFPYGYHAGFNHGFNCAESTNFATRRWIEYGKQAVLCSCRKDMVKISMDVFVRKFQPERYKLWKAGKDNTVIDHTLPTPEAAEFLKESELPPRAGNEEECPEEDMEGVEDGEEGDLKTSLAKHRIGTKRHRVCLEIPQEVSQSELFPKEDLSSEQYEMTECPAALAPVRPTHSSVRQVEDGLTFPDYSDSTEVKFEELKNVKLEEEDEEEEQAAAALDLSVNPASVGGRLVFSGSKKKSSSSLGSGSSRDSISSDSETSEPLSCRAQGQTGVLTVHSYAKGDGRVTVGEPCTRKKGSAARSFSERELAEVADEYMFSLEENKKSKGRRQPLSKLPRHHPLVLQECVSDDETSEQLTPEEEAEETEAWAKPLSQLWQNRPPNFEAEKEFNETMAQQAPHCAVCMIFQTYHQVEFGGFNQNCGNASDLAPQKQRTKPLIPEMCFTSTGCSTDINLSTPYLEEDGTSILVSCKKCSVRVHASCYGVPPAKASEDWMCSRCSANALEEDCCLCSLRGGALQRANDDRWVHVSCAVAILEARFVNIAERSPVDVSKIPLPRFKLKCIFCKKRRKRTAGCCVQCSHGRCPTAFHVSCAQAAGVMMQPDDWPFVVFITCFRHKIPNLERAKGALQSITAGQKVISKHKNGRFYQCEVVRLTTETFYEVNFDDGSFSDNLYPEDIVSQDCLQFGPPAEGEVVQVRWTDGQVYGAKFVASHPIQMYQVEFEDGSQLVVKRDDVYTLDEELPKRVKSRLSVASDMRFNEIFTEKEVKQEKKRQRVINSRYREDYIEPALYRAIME
# TrxR1 inh: blocks rat thioredoxin reductase 1 | AID 588453 | recombinant rTrxR1, NADPH fluorescence consumption, selenite substrate | hit rate 1% among 390,000 | O89049 | Potency, µM (series often up to 114 µM), for the others: top-dose activity change, negative = inhibition, most hits filed as inhibitors; further: on the % scale 0 is the no-effect control and ±100 the full control effect; nearly all actives have a fitted effect of over 65% in size
#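 Rat TrxR1 (90 nM in the dispensed reagent) was pre-reduced with 400 uM NADPH for 5 min at room temperature, then incubated with compound for 15 min. After 400 uM selenite was added, NADPH fluorescence (Ex 340/Em 450 nm) was followed for 8 min.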
# Pin1 inh: human Pin1 inhibition. Pin1 FP peptide displacement, HiFluor488, 10 min. Potency, µM (series often up to 115 µM), for the others: at the top dose activity, negative = inhibition, usual class: inhibitors. hit rate 0.009% among 390,000. AID 504891. Q13526; active means well fitted inhibition curve with a large enough effect in the polarisation, with a control signal flat, not every such curve was filed as active; inconclusive means small, poorly fitted or top-dose-only effect, or effect the other way, or a change in a side signal; inactive means no such curve, though single readings can be large or run the other way; the % refers to the polarisation; further: on the % scale 0 is the no-effect control and ±100 the full control effect
# RGS4 inhibitor: human RGS4 inhibition; P49798; Transcreener GDP fluorescence polarization, RGS4-accelerated GTP hydrolysis; Potency, µM (highest dose often 114 µM), for the others: at the top dose activity change, negative = inhibition, most hits filed as inhibitors; hit rate 0.039% among 390,000; AID 504845; further: on the % scale 0 is the no-effect control and ±100 the full control effect; nearly all actives have a fitted effect of over 75% in size; some results filed as inactive show a strong effect at the top dose
#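 MLSMR compounds (23 nl, pin-transferred) preincubated 10 min at room temperature with a 500nM (2x) first reagent, then RGS4 at 900nM (2x) plus Transcreener GDP mix added; fluorescence polarization (620/688 nm) read before and after 90 min at 30 °C.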
# HP1b chromo inh: HP1-beta chromodomain-methylated histone interaction inhibition | P83916 | hit rate 0.56% among 390,000 | Potency, µM (titrated, usually from 114 µM), for the others: top-dose activity change, negative = inhibition, hits mostly inhibitors | AlphaScreen HP1-beta / biotin-H3K9me3 peptide binding | AID 540317; further: nearly all actives have a fitted effect of over 70% in size; inactives centre near 23
#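 Compound inhibition of the preformed complex between 50 nM HP1-beta and 50 nM biotinylated H3K9me3 peptide was read by AlphaScreen. Buffer was PBS pH 7.4 with 0.01% Tween-20. Incubations ran 30 min at room temperature, with 10 ug/mL donor/acceptor beads.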
# ALOX12 inh: inhibitors of human 12S-lipoxygenase ALOX12. hit rate 1.1% among 580,000. Potency, µM (doses to about 108 µM), for the others: at the top dose activity change, negative = inhibition, usual class: inhibitors. P18054. purified 12hLO, xylenol orange hydroperoxide absorbance; further: on the % scale 0 is the no-effect control and ±100 the full control effect
#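 Hydroperoxide product was detected by ferrous iron/xylenol orange as the 573 to 405 nm absorbance ratio. Arachidonic acid at 40 uM (final) was turned over for 30 min at room temperature by 150 nM human 12hLO, pH 7.0 Hepes buffer, after 15 min compound preincubation.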
# GLS inhibitor: inhibitors of human glutaminase (GLS); Potency, µM (doses to about 45.5 µM), for inactives: at the top dose activity change, negative = inhibition, hits mostly inhibitors; GLS enzymatic activity, qHTS titration; hit rate 0.21% among 410,000; further: on the % scale 0 is the no-effect control and ±100 the full control effect
#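 Glutamate formation by hKGA was monitored fluorometrically using coupled glutamate oxidase, HRP and Amplex Red. Substrate was added as 1 mM L-glutamine solution; incubation was 30 min at RT after an initial read.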
# Tb PGK inh: T. brucei PGK inhibition. Potency, µM (top dose mostly 57.5 µM), without a hit: at the highest dose activity change, negative = inhibition, actives largely listed as inhibitors. AID 602233. PGK/GAPDH coupled, Kinase-Glo luminescence, 60 min. hit rate 0.043% among 380,000; further: on the % scale 0 is the no-effect control and ±100 the full control effect; nearly all actives have a fitted effect of over 60% in size
#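 Luminescent ATP detection (Kinase-Glo Plus) follows a 60-minute room-temperature incubation, with wells lacking PGK as controls. Buffer: 100 mM TEA (pH 7.6), 5 mM MgCl2, 0.01% Tween-20. Coupling enzyme GAPDH (100 nM final) supplies unstable 1,3-BPG in-well.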
# ERG-DNA inh: blocks human ERG Ets domain binding to DNA; fluorescence polarization, His-ERG Ets domain / labelled DNA; P11308; hit rate 0.028% among 370,000; Potency, µM (top dose mostly 76.9 µM), for inactives: at the highest dose FP activity, negative = inhibition, hits mostly inhibitors; active means well fitted inhibition curve with a large enough effect in the polarisation, with a control signal flat; inconclusive means small, poorly fitted or top-dose-only effect, or effect the other way, or a change in a side signal; inactive means no such curve, though single readings can be large or run the other way; the % refers to the polarisation;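 further: polarization taken with two DNA probes labelled with fluorescein and Texas red; % of control where 0% means no effect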
#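 His-tagged ERG Ets domain (1 uM in the protein solution; 300mM KCl, 50mM Tris-HCl, 1mM EDTA, 1mM DTT, pH 7.5) received compound, then a probe mix of 5 nM fluorescein-DNA and 100nM Texas-615-DNA. Fluorescence polarization was read for both dyes.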
# * marks the source's active call; other numbers are inactive results; i = inactive; ? = inconclusive; · = no result given; & = joins results of further samples; [ ] = remark or other dose. Unless noted, the call rests on the fitted dose curve; in most records, active means well fitted curve in the direction sought with a large enough effect; inconclusive means small, poorly fitted or top-dose-only effect, or another doubt; inactive means no such curve, though single readings can be large; an effect the other way counts as inactive or inconclusive. Potency means the concentration at half of the fitted maximal effect. An excerpt (hit frequency here may not be typical).
entry	SMILES	ERG-DNA inh	RGS4 inhibitor	GLS inhibitor	Pin1 inh	HP1b chromo inh
1	COc1ccc(OC)c2sc(N(CCN(C)C)C(=O)c3ccc4ccccc4c3)nc12	21%	-6%	21%	-5%	-19%[57 µM]
2	COc1cccc(CNc2ccc3[nH]c(=O)[nH]c3c2)c1OCc1ccccc1F	-13%	-28%	24%	2%	32µM*
3	C[C@H](N)c1nnc(SCc2c(Cl)cccc2Cl)o1	3%	-21%	·	-3%	22%
4	CC(=O)O[C@H]1CC[C@@]2(C)[C@@H](CC[C@H]3[C@@H]4CC[C@H](C(C)O)[C@@]4(C)CC(=O)[C@@H]32)C1 (some centres not stated)	-6%	9%	2%	0%	18%
5	CC[C@]12c3[nH]c4ccc(Cl)cc4c3CCN1C(=O)[C@@H](CC(=O)NC/C=C(\C)CCC=C(C)C)C[C@@H]2C(=O)N1CCN(C(=O)C2CC2)CC1	4%	-12%	1%	8%	29%
6	CC1=NS(=O)(=O)c2cc(Cl)ccc2N1	-9%	?	-4%&-12%	14%	25%
7	O=C(O)C1CCN(S(=O)(=O)N2CCOCC2)CC1	-9%	15%	1%	-5%	12%
8	Cc1ccc(C(C)NC(=O)c2cc3cc(Br)ccc3oc2=N)cc1 (configuration not stated)	-7%	-6%	-7%	1%	28%
9	Cc1nonc1C(=O)N/N=C/c1ccccc1	13%	?	3%	-2%	-18%
10	Cc1ccc(Nc2nc(C)cc(C)n2)c(Br)c1	-13%	6%	22%	?	75%[activator]
11	O=C(Nc1nnc(-c2ccc3c(c2)CCCC3)o1)c1ccc(Cl)cc1Cl	1%	15%	9%	3%	22%
12	CCCNC(=O)c1c2c(nc3ccccc13)C(=O)N(C1CCCCC1)C2	-10%	-19%	2%	-2%	30%

entry	TrxR1 inh	JMJD2A Tudor	Tb PGK inh	ALOX12 inh
1	5%	?	-3%	?
2	6%	45µM*	-3%	-30%
3	7%	-4%	i	-23%
4	5%[57.1 µM]	-13%	4%	1%
5	-4%	-25%	-5%	?
6	13%[57.1 µM]	-6%	3%	-6%
7	6%	-16%	i	-25%
8	-20%	-28%	i	-30%
9	25%[57.1 µM]	-19%[11.4 µM]	-28%	9%
10	16%	45%[activator]	-7%	11%
11	14%	?	i	-26%
12	6%[57.1 µM]	-13%	0%	-27%

# Structural class: those above with an NH in an aromatic ring.
entry	SMILES	ERG-DNA inh	RGS4 inhibitor	GLS inhibitor	Pin1 inh	HP1b chromo inh
2	COc1cccc(CNc2ccc3[nH]c(=O)[nH]c3c2)c1OCc1ccccc1F	-13%	-28%	24%	2%	32µM*
5	CC[C@]12c3[nH]c4ccc(Cl)cc4c3CCN1C(=O)[C@@H](CC(=O)NC/C=C(\C)CCC=C(C)C)C[C@@H]2C(=O)N1CCN(C(=O)C2CC2)CC1	4%	-12%	1%	8%	29%

entry	TrxR1 inh	JMJD2A Tudor	Tb PGK inh	ALOX12 inh
2	6%	45µM*	-3%	-30%
5	-4%	-25%	-5%	?

# New compounds follow:
entry	SMILES	ERG-DNA inh	RGS4 inhibitor	GLS inhibitor	Pin1 inh	HP1b chromo inh
13	Cc1ccc2c(c1)C1CN(C)CCC1N2C(=O)COc1ccc(N(C)S(=O)(=O)c2cccs2)cc1 (configuration not stated)	8%	-12%	0%	-3%	0%
14	CC(C)=C[C@@H]1C[C@H](C)[C@H]2CC[C@H](C)c3c(O[C@@H]4O[C@@H](C)[C@@H](O)[C@@H](O)[C@@H]4O)c(O)c(C)c1c32	3%	-3%	1%	?	?
15	COc1ccc(OCC(=O)O/N=C(\N)c2ccc(OC)c(OC)c2)cc1	-7%	-34%	-1%	-6%	61%[activator]
16	COc1ccc(NC(=O)C(C)N2C(=O)c3ccccc3S2(=O)=O)c(OC)c1 (configuration not stated)	7%	-1%	11%	-2%	8%
17	CCC(=O)NCCc1nc2cc(NC(=O)c3cccc(Br)c3)ccc2n1C	1%	15%	2%	?	0%
18	CC1CN(C(=O)c2cc(-c3ccncc3)nc3ccccc23)CC(C)O1 (configuration not stated)	7%	-5%	1%	1%	54%[activator]
19	COCCNC(=O)NC(=O)COC(=O)c1cc([N+](=O)[O-])ccc1Sc1nc(C)cs1	6%	-9%	0%	0%	7%
20	Cn1c(Cc2cccc3ccccc23)nnc1SCC(=O)N1CCN(c2cccc(Cl)c2)CC1	0%	-1%[11.4 µM]	1%	12%	-33%
21	Cc1ccc(C)c(N2CCN(S(=O)(=O)c3cn(C)cn3)CC2)c1	-8%	-27%	-2%	-8%	16%
22	COC(=O)c1ccc(OC)c(Cn2c(=O)n(Cc3ccccc3)c(=O)c3c2c2cc(OC)ccc2n3C)c1	3%	7%	1%	-23%	10%
23	O=C(CNC(=O)Cc1ccccc1)NCC(=O)OCC(=O)c1ccc(F)cc1	7%	-37%	7%	-5%	46%[activator]
24	O=c1c2ccccc2nnn1CCO	3%	-2%	0%	-9%	46%[activator]

entry	TrxR1 inh	JMJD2A Tudor	Tb PGK inh	ALOX12 inh
13	15%	-19%	3%	-11%
14	13%[57.1 µM]	?	6%	·
15	-2%	13%	-2%	-18%
16	9%	-18%	i	3%
17	6%[57.1 µM]	-15%	i	-3%
18	17%	-7%	-3%	2%
19	-17%	-10%	-3%	0%
20	16%	-18%[11.4 µM]	i	-15%
21	16%	-16%	-3%	0%
22	24%	-11%	-15%	2%
23	7%[57.1 µM]	5%	-8%	5%
24	5%	7%	-2%	1%

# The list continues.
entry	SMILES	ERG-DNA inh	RGS4 inhibitor	GLS inhibitor	Pin1 inh	HP1b chromo inh
25	CCCCCCCCCCCCCCCC[n+]1cccc(C(=O)N(CC)CC)c1	17%&11%	-3%	?	9%&11%	10%&39%
26	CSCCC(NC(=O)COc1ccccc1)C(=O)OCCOc1ccc(Br)cc1 (configuration not stated)	1%	15%	-2%	-3%	24%
27	CCC(=O)Nc1cnc(NC(=O)c2cccc(F)c2)cc1C	-13%	28%	-2%	10%	21%
28	CCc1ccc(C2=CSC3=NCCN23)cc1	4%	-7%	14%	0%	33%
29	COc1cc(/C=N/NC(=O)C[n+]2ccccc2)cc(OC)c1OC(C)=O	-2%[15.4 µM]	-36%	-10%	-3%	28%
30	CC(C)CN(CC(C)C)c1nnc(NC(=O)Cn2c(=O)oc3ccccc32)s1	3%	-1%	-1%	-6%	32%[activator]
31	CCCCN(CC)CCCNC(=O)Cn1nc(Cc2cccnc2)c2ccccc2c1=O	12%	22%	8%	2%	15%
32	CCCc1nnc(NC(=O)c2nc(SCC)ncc2Cl)s1	-3%	13%	1%	-2%	28%
33	CCOC(=O)C1CCN(S(=O)(=O)c2ccc3c(ccn3C)c2)CC1	6%	12%	-2%	5%	31%[activator]
34	Cn1c(/C(C#N)=C/c2ccc(C(F)(F)F)cc2)nc2ccccc21	3%	-40%	-4%	6%	101%[activator]
35	CC(C)(C)c1ccccc1OCCCCCNCCO	-4%	-15%	0%	1%	?
36	CC(=O)c1ccc(N2CCN(c3ncnc4onc(-c5ccc(Cl)cc5)c34)CC2)cc1	7%	-9%	2%	46%[activator]	32%

entry	TrxR1 inh	JMJD2A Tudor	Tb PGK inh	ALOX12 inh
25	25%&1%	-21%&-23%	-3%&-2%	?
26	13%	-6%	5%	-27%
27	6%	-8%	-4%	-21%
28	22%	-19%	·	0%
29	15%[11.4 µM]	-1%	4%	162%[activator]
30	2%	-28%	-5%	-11%
31	-16%	-2%	-1%	12%
32	9%	?	-7%	-27%
33	11%	-10%	0%	-6%
34	-27%	21%	·	-1%
35	4%	3.2µM*	-5%	?
36	33%	-11%	10%	-23%

# Later entries
entry	SMILES	ERG-DNA inh	RGS4 inhibitor	GLS inhibitor	Pin1 inh	HP1b chromo inh
37	O=C(CCCCn1c(=O)[nH]c2ccccc2c1=O)NCCc1c[nH]c2ccccc12	-9%	17%	1%	-10%	10%
38	COc1cc(O)c2c(=O)c(-c3ccc(O[C@@H]4O[C@H](CO)[C@@H](O)[C@H](O)[C@H]4O)cc3)coc2c1	-13%	3%	1%	8%	13%
39	Cc1ccc(S(=O)(=O)NCc2ccco2)c(C)c1C	-9%	11%	-1%	-1%	6%
40	COc1ccc(N(C)C(=O)c2ccc3c(c2)nnn3C)cc1	-3%	6%	24%	1%	19%
41	N#Cc1c(N2CCN(c3ccc(F)cc3)CC2)nc(N)c2c(N)nc3c(c12)CC(=O)N3C1CC1	0%	-36%	-14%	6%	-19%
42	Cc1cc(NC(=O)c2cc(-c3ccco3)on2)nn1Cc1ccc(Cl)cc1	-2%	5%	4%	35%[activator]	9%
43	COc1ccc2[nH]c3c(NCCCN4CCCC4=O)ncnc3c2c1	-1%	5%	3%	1%	26%
44	Cc1cc(NC(=O)c2cc(-c3ccco3)on2)n(-c2ccccc2)n1	1%	10%	-4%	51%[activator]	14%
45	O=C(Nc1ccc(F)cc1F)C1(c2cccs2)CCOCC1	2%	7%[11.4 µM]	-14%	6%	9%
46	CCc1nn(CCCC(=O)Nc2ccc(C)c(C)c2)c(=O)c2cc3occc3n12	8%	-11%	-4%	-3%	33%

entry	TrxR1 inh	JMJD2A Tudor	Tb PGK inh	ALOX12 inh
37	3%	-21%	0%	?
38	6%[57.1 µM]	-7%	i	?
39	3%	-26%	i	144%
40	14%[57.1 µM]	-5%	-9%	36%[activator]
41	-8%[57.1 µM]	-29%	0%	11%
42	-13%	-11%	-5%	?
43	54%[activator]	-15%	-9%	12%
44	-32%	-17%	-7%	?
45	26%	-9%[11.4 µM]	2%	5%
46	0%	-10%	13%	21%
